Bioassay records from PubChem.
ASAP1 GAP inh: blocks human ASAP1-stimulated Arf1 GTP hydrolysis; Q9ULH1; GDP FP detection; inhibition, % at 16.5 µM; hit rate 0.19% among 360,000; AID 624377; in the data active means inhibition above about 25%;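 further: 0% = vehicle with enzyme and substrate and 100% = no enzyme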
ADAM10 inh: inhibits human ADAM10; recombinant ADAM10, EDANS/DABCYL FRET peptide cleavage, 3 h; inhibition, % at 7 µM; hit rate 0.62% among 370,000; AID 720582;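 active means inhibition above a per-campaign cutoff equal to the mean of compounds falling between control-based bounds plus 3 SD, cut at about 20% in these data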;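 further: 0% = DMSO wells while the 100% control is not disclosed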
TDP2 inh: blocks human TDP2 phosphodiesterase activity | hit rate 0.34% among 370,000 | inhibition, % at 12.8 µM | AID 720702 | recombinant TDP2, T5PNP hydrolysis, p-nitrophenol absorbance 415 nm | O95551;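 active means inhibition above the mean of all tested compounds plus 3 SD, set per campaign, cut at about 25% in these data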;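 further: 0% = DMSO with enzyme and 100% = buffer with substrate but no TDP2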
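Material: recombinant human TDP2; quantity: TDP2 enzyme at 120 nM final; medium: Tris-HCl pH 7.5 with MgCl2; compound: single concentration, 12.8 µM nominal, with 1% DMSO; incubation: 2 h enzyme incubation at 37 °C; signal: epi absorbance; measure: percent inhibition; benchmarks: high control without enzyme, low control DMSO plus TDP2; repeats: singlicate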
PLCg1 inh: PLC-gamma1 (human) inhibition, primary screen; P19174; purified PLC-gamma1, fluorogenic substrate, fluorescence; hit rate 0.84% among 370,000; inhibition, % at 12.2 µM; in the data active means inhibition above about 9.5%
DDE Tn7 FP inh: DD(E)-Tn7 binding inhibition, primary FP screen; AID 720508; inhibition, % at 8.3 µM; hit rate 0.13% among 370,000; FP displacement of FITC-Tn7 peptide from fibrin DD(E); 0% = median of compound wells per plate;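 active means inhibition above the mean of compounds falling within the control limits plus 3 SD of them, cut at about 14% in these data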;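 further: 0% = plate median of compound wells and 100% = 10 µM Aha-Tn7 peptide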
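Assay system: Human fibrin DD(E) protein | Medium: Tris buffer with calcium and detergent, pH 7.8 | Reagent: 0.1 µM fluorescent Tn7 | Compound dosing: Single point at 8.3 µM | Times: 10 min preincubation, 3 h with tracer, room temperature | Detection: Fluorescence polarization of the labelled Tn7 tracer | Controls: Aha-Tn7 high control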
ADAM17 inh: inhibits human ADAM17. P78536. recombinant ADAM17, EDANS/DABCYL FRET peptide cleavage. inhibition, % at 6.95 µM. hit rate 0.83% among 370,000. AID 720648;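 active means inhibition above the mean of compounds lying between control limits plus 3 SD, set per campaign, cut at about 8.5% in these data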;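 further: 0% = DMSO-only wells as the low control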
ARFGAP1 inhibitor: inhibitors of rat ARFGAP1; Arfgap1-stimulated ARF1 GTP hydrolysis, GDP FP detection; Q62848; inhibition, % at 16.5 µM; hit rate 0.26% among 360,000; AID 651572;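 active means inhibition above a per-plate limit, mean inhibition of low control wells plus 3 SD, cut at about 25% in these data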;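 further: 0% = DMSO wells with enzyme and 100% = wells lacking Arfgap1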
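Material: rat Arfgap1 catalytic domain, aa 1-136; also added: human ARF1(Δ1-17)-GTP substrate; compound dosing: one concentration, 16.5 µM, DMSO 1.26%; incubation: GTP hydrolysis reaction 2 h at 25 °C; measured by: Tracer-displacement fluorescence polarization with EDTA stop, 620/688 nm; evaluation: % inhibition from polarization; repeats: one replicate per compound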
Tn6 DDE FP: disrupts Tn6 cyclic peptide binding to fibrin D-Dimer-E complex | P02675 | Fibrin DD(E) TRITC-Tn6 fluorescence polarization displacement | inhibition, % at 8.3 µM | hit rate 0.21% among 370,000 | AID 720509;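 active means inhibition above a per-campaign cutoff: mean of compounds within control limits plus 3 SD, cut at about 15% in these data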;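 further: 0% = median of all compound wells on the plate and 100% = blocking peptide control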
PLCb3 inh: inhibitors of human phospholipase C beta3. hit rate 0.18% among 370,000. Purified PLC-beta3, fluorogenic substrate, fluorescence. inhibition, % at 12.2 µM. Q01970. AID 720704; in the data active means inhibition above about 11%;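 further: 0% = median of compound wells on plate and 100% = full blocker control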
SIAE primary: blocks human sialic acid acetylesterase | Q9HAT2 | SIAE FP-Rh probe binding, fluorescence polarization | inhibition, % at 9.66 µM | hit rate 0.69% among 370,000;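 active means inhibition above a cutoff: mean of compounds within the control limits plus 3 SD of those, cut at about 17% in these data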;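 further: 0% = plate median of compound wells and 100% = probe without SIAE protein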
An asterisk follows results filed as active.

Results for CCCCOc1ccc(C2C(C(=O)c3ccc(C)o3)=C(O)C(=O)N2CC2CCCO2)cc1 (stereo not given) ?
ASAP1 GAP inh: -9; ADAM10 inh: 7; TDP2 inh: -9; PLCg1 inh: -4; DDE Tn7 FP inh: -9; ADAM17 inh: 0; ARFGAP1 inhibitor: -8; Tn6 DDE FP: 6; PLCb3 inh: -6; SIAE primary: -1

What do the screens show for `Cc1c(NC(=O)c2cc(-c3ccc(O)cc3)on2)c(=O)n(-c2ccccc2)n1C`?
ASAP1 GAP inh: 10; ADAM10 inh: 3; TDP2 inh: 4; PLCg1 inh: 4; DDE Tn7 FP inh: 4; ADAM17 inh: -3; ARFGAP1 inhibitor: 10; Tn6 DDE FP: 7; PLCb3 inh: -1; SIAE primary: 4

How did O=C(COC(=O)c1cccc(C(F)(F)F)c1)NC(=O)NC1CCCC1 do in these assays?
ASAP1 GAP inh: -3; ADAM10 inh: 4; TDP2 inh: 3; PLCg1 inh: 1; DDE Tn7 FP inh: -12; ADAM17 inh: 1; ARFGAP1 inhibitor: 12; Tn6 DDE FP: 2; PLCb3 inh: -3; SIAE primary: -4

What do the screens show for `O=C1N/C(=C/c2cccn2-c2ccccc2)C(=O)N1Cc1ccccc1F`?
ASAP1 GAP inh: 10; ADAM10 inh: -8; TDP2 inh: -4; PLCg1 inh: -4; DDE Tn7 FP inh: -1; ADAM17 inh: 0; ARFGAP1 inhibitor: 2; Tn6 DDE FP: -5; PLCb3 inh: -2; SIAE primary: -1

What do the screens show for `CN(C(=O)c1cccc(NC(=O)Cc2ccc(NC(=O)C3CCN(C(=O)C4CC4)CC3)cc2)c1)C1CCCC1`?
ASAP1 GAP inh: 5; ADAM10 inh: 0; TDP2 inh: 8; PLCg1 inh: 0; DDE Tn7 FP inh: -5; ADAM17 inh: -1; ARFGAP1 inhibitor: 10; Tn6 DDE FP: 2; PLCb3 inh: 0; SIAE primary: -4

Results for O=C(CCC1CCCC1)N[C@@H](Cc1ccc(O)cc1)C(=O)O ?
ASAP1 GAP inh: 2; ADAM10 inh: 2; TDP2 inh: 13; PLCg1 inh: -2; DDE Tn7 FP inh: -1; ADAM17 inh: 1; ARFGAP1 inhibitor: -2; Tn6 DDE FP: -2; PLCb3 inh: 3; SIAE primary: -1

What do the screens show for `CN1[C@H](Cc2ccccc2)COc2cc(N3CCSCC3)ccc2S1(=O)=O`?
ADAM10 inh: 11; TDP2 inh: 5; PLCg1 inh: 2; DDE Tn7 FP inh: -2; ADAM17 inh: 2; Tn6 DDE FP: 0; PLCb3 inh: 0; SIAE primary: 1

What do the screens show for `O=C(Nc1nnc([C@@H]2C[C@H](O)[C@@H](CO)O2)s1)NC(c1ccccc1)c1ccccc1`?
ASAP1 GAP inh: -14; ADAM10 inh: -16; TDP2 inh: 2; PLCg1 inh: 2; DDE Tn7 FP inh: 2; ADAM17 inh: -6; ARFGAP1 inhibitor: -9; Tn6 DDE FP: -3; PLCb3 inh: -2; SIAE primary: 0

How did Cc1cc(Nc2ccccc2)cc(=O)n1C do in these assays?
ASAP1 GAP inh: -11; ADAM10 inh: -4; TDP2 inh: 2; PLCg1 inh: 1; DDE Tn7 FP inh: 0; ADAM17 inh: -6; ARFGAP1 inhibitor: -8; Tn6 DDE FP: -3; PLCb3 inh: -6; SIAE primary: 4

What do the screens show for `O=C(Cn1cnc2ccccc2c1=O)Nc1ccc(S(=O)(=O)N2CCCC2)cc1`?
ASAP1 GAP inh: 2; ADAM10 inh: 0; TDP2 inh: -3; PLCg1 inh: 1; DDE Tn7 FP inh: -3; ADAM17 inh: 3; ARFGAP1 inhibitor: -16; Tn6 DDE FP: -1; PLCb3 inh: 3; SIAE primary: -6

What do the screens show for `COc1ccc(-c2sc(NC(=O)c3ccc(C)cc3)nc2-c2ccc([N+](=O)[O-])cc2)cc1`?
ASAP1 GAP inh: -8; ADAM10 inh: -8; TDP2 inh: -11; PLCg1 inh: 2; DDE Tn7 FP inh: -5; ADAM17 inh: 5; ARFGAP1 inhibitor: 1; Tn6 DDE FP: -6; PLCb3 inh: 0; SIAE primary: -1

How did COc1cc(/C=C/C(=O)OCC(=O)N(C)Cc2ccccc2)ccc1O do in these assays?
ASAP1 GAP inh: -3; ADAM10 inh: -59; TDP2 inh: 0; PLCg1 inh: -31; DDE Tn7 FP inh: -5; ADAM17 inh: -16; ARFGAP1 inhibitor: 1; Tn6 DDE FP: -10; PLCb3 inh: -50; SIAE primary: 7

Results for CC(C)c1ccc(NC(=O)C2CC(=O)N(C3CCCC3)C2)cc1 (stereo not given) ?
ASAP1 GAP inh: -12; ADAM10 inh: 8; TDP2 inh: 4; PLCg1 inh: 0; DDE Tn7 FP inh: 6; ADAM17 inh: -2; ARFGAP1 inhibitor: -3; Tn6 DDE FP: -5; PLCb3 inh: 0; SIAE primary: -5

Results for COc1cccc(CN(C)[C@H]2C[C@H]3c4[nH]c5ccccc5c4CCN3C[C@H]2[C@H](C)O)c1OC ?
ASAP1 GAP inh: -6; ADAM10 inh: -16; TDP2 inh: -6; PLCg1 inh: 3; DDE Tn7 FP inh: -6; ADAM17 inh: 2; ARFGAP1 inhibitor: 10; Tn6 DDE FP: 6; PLCb3 inh: 0; SIAE primary: 6

Results for COc1ccc(CCC2(C)OCC(CCCCO)O2)cc1 (stereo not given) ?
ASAP1 GAP inh: -10; ADAM10 inh: -11; TDP2 inh: 1; PLCg1 inh: -1; DDE Tn7 FP inh: 5; ADAM17 inh: -6; ARFGAP1 inhibitor: -5; Tn6 DDE FP: -2; PLCb3 inh: -2; SIAE primary: -1

How did C(=N\n1cnnc1)/c1cccc(Oc2ccccc2)c1 do in these assays?
ASAP1 GAP inh: 1; ADAM10 inh: 3; TDP2 inh: -10; PLCg1 inh: 0; DDE Tn7 FP inh: -5; ADAM17 inh: 2; ARFGAP1 inhibitor: 4; Tn6 DDE FP: 4; PLCb3 inh: 1; SIAE primary: -7

Results for C=CCn1cc(-c2cccc(Cl)c2)cc(C#N)c1=O ?
ASAP1 GAP inh: -5; ADAM10 inh: -280; TDP2 inh: 0; PLCg1 inh: -20; DDE Tn7 FP inh: 0; ADAM17 inh: -86; ARFGAP1 inhibitor: 0; Tn6 DDE FP: 10; PLCb3 inh: -22; SIAE primary: 1

Results for COc1cccc(Cn2cc(COC(=O)NCC(C)C)nn2)c1 ?
ADAM10 inh: 2; TDP2 inh: 0; PLCg1 inh: -1; DDE Tn7 FP inh: -2; ADAM17 inh: -4; Tn6 DDE FP: -4; PLCb3 inh: -3; SIAE primary: 8

What do the screens show for `CCCCc1c(C)nc2ccccc2c1SCCC(=O)O`?
ASAP1 GAP inh: 17; ADAM10 inh: -2; TDP2 inh: 2; PLCg1 inh: 1; DDE Tn7 FP inh: 1; ADAM17 inh: -4; ARFGAP1 inhibitor: 0; Tn6 DDE FP: -4; PLCb3 inh: -4; SIAE primary: 2

How did Cc1ccc(NC(=O)c2cccc(S(=O)(=O)N3CCCc4ccccc43)c2)nc1 do in these assays?
ASAP1 GAP inh: -10; ADAM10 inh: 3; TDP2 inh: -4; PLCg1 inh: 0; DDE Tn7 FP inh: -6; ADAM17 inh: 1; ARFGAP1 inhibitor: 8; Tn6 DDE FP: -5; PLCb3 inh: -3; SIAE primary: 3

Results for CCn1cc(S(=O)(=O)Nc2nc3ccc(OC)cc3s2)cn1 ?
ASAP1 GAP inh: 2; ADAM10 inh: -5; TDP2 inh: 1; PLCg1 inh: -3; DDE Tn7 FP inh: 1; ADAM17 inh: 0; ARFGAP1 inhibitor: 8; Tn6 DDE FP: 6; PLCb3 inh: -7; SIAE primary: -2

What do the screens show for `Cc1nnc(NC(=O)c2ccc(-c3ccc(Cl)cc3)o2)s1`?
ASAP1 GAP inh: 10; ADAM10 inh: -18; TDP2 inh: -3; PLCg1 inh: -4; DDE Tn7 FP inh: -1; ADAM17 inh: -4; ARFGAP1 inhibitor: 7; Tn6 DDE FP: 3; PLCb3 inh: -2; SIAE primary: -6

What do the screens show for `CCN(c1ccc(NC(=O)COC(=O)c2ccc(C)c(S(=O)(=O)N3CCOCC3)c2)cc1)C(C)C`?
ASAP1 GAP inh: -2; ADAM10 inh: 10; TDP2 inh: 0; PLCg1 inh: -2; DDE Tn7 FP inh: -4; ADAM17 inh: 2; ARFGAP1 inhibitor: 4; Tn6 DDE FP: 6; PLCb3 inh: -3; SIAE primary: 3

How did CNC(=S)N(Cc1ccc2c(c1)OCO2)C1CC(=O)N(c2ccccc2)C1=O (stereo not given) do in these assays?
ASAP1 GAP inh: 5; ADAM10 inh: 2; TDP2 inh: 4; PLCg1 inh: 0; DDE Tn7 FP inh: -8; ADAM17 inh: 2; ARFGAP1 inhibitor: 1; Tn6 DDE FP: -3; PLCb3 inh: 3; SIAE primary: 2

Results for O=C(CN(C(=O)c1ccc2c(c1)OCCO2)c1ccccc1)NCC1CCCO1 (stereo not given) ?
ASAP1 GAP inh: 1; ADAM10 inh: 4; TDP2 inh: -14; PLCg1 inh: 2; DDE Tn7 FP inh: -2; ADAM17 inh: 1; ARFGAP1 inhibitor: 4; Tn6 DDE FP: 1; PLCb3 inh: 3; SIAE primary: -5

Results for COc1ccc(CCNC(=O)CSc2ncc(C(=O)Nc3ccccc3)c(=O)n2C)cc1 ?
ASAP1 GAP inh: 0; ADAM10 inh: -11; TDP2 inh: 6; PLCg1 inh: -2; DDE Tn7 FP inh: -6; ADAM17 inh: 3; ARFGAP1 inhibitor: 18; Tn6 DDE FP: -1; PLCb3 inh: -5; SIAE primary: -2

How did CCOc1ccc(-n2c(SCC(=O)Nc3ccc4c(c3)OCO4)nc3c(c2=O)SCC3)cc1 do in these assays?
ASAP1 GAP inh: -2; ADAM10 inh: 2; TDP2 inh: 4; PLCg1 inh: -1; DDE Tn7 FP inh: 3; ADAM17 inh: -3; ARFGAP1 inhibitor: -12; Tn6 DDE FP: -1; PLCb3 inh: 3; SIAE primary: 2

Results for NC(=O)c1ccc(F)cc1 ?
ASAP1 GAP inh: -2; ADAM10 inh: -3; TDP2 inh: -4; PLCg1 inh: -1; DDE Tn7 FP inh: 5; ADAM17 inh: -5; ARFGAP1 inhibitor: -17; Tn6 DDE FP: 0; PLCb3 inh: 1; SIAE primary: -3
